Bioassay records from PubChem BioAssay.
mcGAS lum: cyclic GMP-AMP synthase inhibitors, mouse, primary biochemical chemiluminescence; Q8C6L5; recombinant cGAS, Kinase-Glo ATP depletion luminescence; inhibition, % at 12.5 µM; 0.15% of 160,000 active; AID 1259399, 2018;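 also: 0% = negative control wells and 100% = reference inhibitor with no enzyme activity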
NPYLR7 ag: agonists of mosquito NPYLR7 receptor, primary screen, cell-based, Aedes aegypti, calcium fluorescence, mosquito biting behavior; HEK293T NPYLR7/Galpha15, GCaMP6s calcium fluorescence; activation, % at 10 µM; Aedes aegypti neuropeptide Y-like receptor 7 (NPYLR7); AID 1259423, 2018; 0.15% of 270,000 active; in the data active = activation above about 40%;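 also: 0% = vehicle and 100% = reference agonist at the receptor; some compounds past the cut are filed as inactive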
hcGAS inh: Primary biochemical luminescence assay for human cyclic GMP-AMP synthase inhibitors | Q8N884 | recombinant h-cGAS, ATP depletion, Kinase-Glo luminescence | inhibition, % at 12.5 µM | 0.081% of 290,000 active | AID 1259398, 2018;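 also: 0% = vehicle reaction and 100% = reaction without DNA for no activity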
Target sequence (Q8N884 whole entry, looked up): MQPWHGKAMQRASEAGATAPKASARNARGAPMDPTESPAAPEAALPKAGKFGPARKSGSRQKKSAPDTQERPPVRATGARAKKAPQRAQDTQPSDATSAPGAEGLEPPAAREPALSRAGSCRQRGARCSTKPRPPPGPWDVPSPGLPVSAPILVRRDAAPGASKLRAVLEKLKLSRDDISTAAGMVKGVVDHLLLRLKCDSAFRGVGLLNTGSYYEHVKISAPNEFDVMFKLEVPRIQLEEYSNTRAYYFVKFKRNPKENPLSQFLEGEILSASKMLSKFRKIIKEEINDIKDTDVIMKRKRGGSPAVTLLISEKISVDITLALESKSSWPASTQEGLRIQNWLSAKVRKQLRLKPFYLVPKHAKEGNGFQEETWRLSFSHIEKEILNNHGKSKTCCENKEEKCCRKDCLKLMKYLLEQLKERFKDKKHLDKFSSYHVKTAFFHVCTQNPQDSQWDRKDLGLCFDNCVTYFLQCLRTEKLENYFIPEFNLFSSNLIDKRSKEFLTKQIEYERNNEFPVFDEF
Numbers without * were called inactive; / = not tested or not shown; & = joins results of further samples. Rule as the data show it, unless noted: active = inhibition above about 40%; inactive = the rest.

canonical_smiles	mcGAS lum	NPYLR7 ag	hcGAS inh
Cc1nc(C)c(Cc2ccc(F)cc2)c(N2CCN(C(=O)c3cccc(Cl)c3)CC2)n1	-3	1	-3
Cc1ccccc1-n1c(SCc2nc(C(=O)NCCc3ccc(Cl)cc3Cl)cs2)nnc1-c1ccncc1	-4	24	-2
CN(CCc1cn[nH]c1)C(=O)CC(c1ccccc1)c1ccc(Cl)cc1 (stereo not given)	/	7	-2
CC(C)c1ccc(CCNC(=O)c2sccc2S(=O)(=O)N2CCOCC2)cc1	/	9	-5
O=C(NC(C(=O)NCc1ccco1)C1CCN(C(=O)c2ccc(C(F)(F)F)cc2)CC1)c1ccccc1 (stereo not given)	-3	9	-2
Cc1ccc(S(=O)(=O)NNC2C3=C(CCCC3)C(=O)N2CC2CCCO2)cc1 (stereo not given)	/	1	-12
O=C(O)/C=C/c1c(Cl)nc2sccn12	/	-1	-4
CSc1ccc(CN(CCO)C(=O)c2ccc3c(c2)OCO3)cc1	-17	25	-8
COc1nn(C)cc1C(=O)Nc1nc2c(OC)ccc(OC)c2s1	-7	1	-7
CCN(CC)c1ccc(/C=N\NC(=O)c2nonc2N)c(O)c1	/	35	-7
CCOc1ccc(S(=O)(=O)c2cnc(SCC(=O)Nc3ccc(C)c(C)c3)[nH]c2=O)cc1	-7	0	-6
Cc1ccc2c(N)cccc2n1	/	-2	-10
Cc1cc2c(o1)CC(C)(C)CC2NCc1csc(-c2ccco2)n1 (stereo not given)	/	-6	5
CCn1c(SCC(=O)Nc2ccc(I)cc2)nnc1-c1ccco1	-6	-3	-7
CCC(CC)c1nn(CC(=O)c2cc(C)n(CCOC)c2C)c(=N)s1	-5	-4	-10
Cc1oc(-c2ccc(-c3ccccc3)cc2)nc1CN1CCCCC1CCN1CCCC1=O (stereo not given)	-2	-12	-4
CC(C)CN(Cc1ccccn1)C(=O)c1ccsc1	-10	1	-1
CN(Cc1ccc2ccccc2c1)C(=O)CNC(=O)C1CC1	/	2	-19
Cc1cc(C)nc(NN=Cc2c(O)n(C)c(=O)n(C)c2=O)n1	/	-2	0
Cn1ncc2c(N3CCC(N4CCCC4)CC3)nc(-c3cccnc3)nc21	-13	1	1
N=c1c2c(-c3ccccc3)c(-c3ccccc3)oc2ncn1CCO	-6	-11	-3
COc1ccc(-c2cnc(C)[nH]2)c(-n2nc(C)cc2C)c1	/	-1	-5
O=C(NCCC1CCCO1)N1CCN(C(=O)c2cccc(O)c2)CC1 (stereo not given)	/	1	-2
COc1ccc(CCN(C)C(=O)c2csc(CSc3nnc(Cc4ccccc4)n3-c3cccc(C(F)(F)F)c3)n2)cc1OC	-4	4	0
CC(=O)Nc1ccc(NC(=O)c2cccn(OCc3ccccc3F)c2=O)cc1	-6	3	-4
Cc1nc(N(C)C)nc(-c2cccc(C(=O)O)c2)c1C	/	0	2
COc1ccc(CN(Cc2ccc(C(O)(c3cccs3)c3cccs3)o2)C2CC2)cc1	-3	4	-4
COc1ccc(Nc2ncnc3[nH]ncc23)cc1	/	1	-6
Cc1oc(-c2cc3c(cc2Cl)OCO3)nc1CN(C)C1CCCc2ccccc21 (stereo not given)	-5	11&-8	-9&-4
Cn1c(-c2cccs2)nn(CCNC(=O)Nc2ccccc2C(F)(F)F)c1=O	/	4	-6
Cn1c(=O)c2nc(SCC(=O)Nc3cc(Cl)ccc3Cl)n(C)c2n(C)c1=O	/	12	-6
COc1cc(C=O)c([N+](=O)[O-])cc1OC	/	8	-4
CNS(=O)(=O)c1ccc(F)c(C(=O)N(Cc2cccs2)C2CC2)c1	/	2	3
Cc1cc(C)n(CCNc2nc3c(F)cc(F)cc3s2)n1	/	-5	-14
COc1cc(C=C2CCC(=Cc3cc(OC)c(OC)c(OC)c3)C2=O)cc(OC)c1OC	0	15	-1
Cc1noc(-c2ccco2)c1C(=O)NCc1ccc(S(C)(=O)=O)cc1	-10	4	-8
Cc1cc(NC(=O)C23CC4CC(CC(C4)C2)C3)n(-c2ccccc2)n1	-8	-1	-14
CCCCCC(=O)Nc1c(-c2ccc(Cl)cc2)nc2ccccn12	-1	-15	-2
CC(=O)N1CCN(C(=O)COc2c(C)cc(Br)cc2Cl)CC1	-7	3	-7
CCn1cnnc1CCNc1cc(OC)ncn1	-13	2	-1
CCN(CC)S(=O)(=O)c1ccc2c(c1)nc(CCC(=O)NC1CCCC1)n2C	/	-1	-9
CCN(CC)C(=O)[C@@H]1C[C@H](N)CN1C(=O)Cc1cccnc1	/	-1	-8
CC1CC(C)C(O)=C(C(=N)CC2CC(=O)NC(=O)C2)C1=O (stereo not given)	/	-18	2
NC(=O)c1cccc(-c2ccnc3c2CC(C(=O)NCC2CC2)O3)c1 (stereo not given)	-4	-4	-1
O=C(NCCc1ccncc1)c1ccccc1NCc1cccs1	/	0	1
Cc1ccccc1N1C(=O)C2C3C=CC(C3)C2C1=O (stereo not given)	-3	3	-14
O=C(c1cccnc1Cl)N1CCOC(COCc2ccccc2F)C1 (stereo not given)	-8	51*	-5
CC(O)(c1ccccc1)c1nc(-c2ccncc2)cs1 (stereo not given)	/	7	-11
CN1/C(=C/C(=O)COc2ccc3c(c2)OCO3)C(C)(C)c2ccccc21	/	0	-6
CCOC(=O)Cn1c(C2CC(=O)N(c3ccc(C)cc3)C2)nc2ccccc21 (stereo not given)	-6	4	-4
COc1ccc(OC)c(C2CCCN2C(=O)C=Cc2cc(Cl)c(OC)c(OC)c2)c1 (stereo not given)	/	8	-6
Cn1cccc1C(=O)OCc1nc2scc(-c3ccccc3)c2c(=O)[nH]1	/	12	-13
COc1cccc(-n2c(-c3ccccc3)cc(C(=O)N3CCN(C(=O)Cc4ccccc4)CC3)c2C)c1	-4	0	-13
Cc1ccc2c(c1)CCCN2C(=O)CCCn1nc(-c2cccs2)ccc1=O	-6	1	-1
COc1ccc(-c2nnc(SCC(=O)N/N=C\c3sccc3C)n2-c2ccccc2)cc1OC	/	-5	-6
CCC(=O)N1CCC1(C)C(=O)Nc1cnc2ccccc2c1 (stereo not given)	-7	6	-17
O=C(CN1CCC2CCCCC2C1)NCc1ccc2c(c1)OCO2 (stereo not given)	/	5	-19
CC(C)CN(Cc1ccc(-n2cccn2)cc1)Cc1ccccn1	/	-4	-3
Cc1ccc(C(=O)Nc2cc(-c3cccs3)[nH]n2)o1	/	6	-9
O=C(c1ccc(-c2cncnc2)nc1)N1CCCC(c2ccccc2)CC1 (stereo not given)	-11	14	-3

Arranged by SMILES length (ascending): 3 of the compounds above
canonical_smiles	mcGAS lum	NPYLR7 ag	hcGAS inh
O=C(c1cccnc1Cl)N1CCOC(COCc2ccccc2F)C1 (stereo not given)	-8	51*	-5
CCN(CC)S(=O)(=O)c1ccc2c(c1)nc(CCC(=O)NC1CCCC1)n2C	/	-1	-9
COc1cccc(-n2c(-c3ccccc3)cc(C(=O)N3CCN(C(=O)Cc4ccccc4)CC3)c2C)c1	-4	0	-13

Part of the list above, showing only hcGAS inh:
| Compound | hcGAS inh |
| --- | --- |
| COc1ccc(-c2nnc(SCC(=O)N/N=C\c3sccc3C)n2-c2ccccc2)cc1OC | -6 |
| CCC(=O)N1CCC1(C)C(=O)Nc1cnc2ccccc2c1 (stereo not given) | -17 |
| O=C(CN1CCC2CCCCC2C1)NCc1ccc2c(c1)OCO2 (stereo not given) | -19 |
| CC(C)CN(Cc1ccc(-n2cccn2)cc1)Cc1ccccn1 | -3 |
| Cc1ccc(C(=O)Nc2cc(-c3cccs3)[nH]n2)o1 | -9 |
| O=C(c1ccc(-c2cncnc2)nc1)N1CCCC(c2ccccc2)CC1 (stereo not given) | -3 |

(more compounds)
canonical_smiles	mcGAS lum	NPYLR7 ag	hcGAS inh
CC(C)c1ccc(C=NNC(=O)c2cc(C(C)(C)C)[nH]n2)cc1	-8	4	-10
CNC(=O)[C@@]1(OCc2cccc(F)c2)CC(OCc2cccc(C(F)(F)F)c2)[C@H](O)[C@H](O)C1 (stereo not given in full)	-7	5	-3
Cc1ccc(CCC(=O)Nc2ccc3c(c2)CN(C(=O)c2ccco2)CC3)cc1	/	1	-3
O=C(C1CCS(=O)(=O)CC1)N1CC[C@@H](c2ccc3ccccc3c2)[C@H](O)C1	/	8	-3
O=C(CC1(O)C(=O)Nc2ccccc21)c1ccc(C2CCCCC2)cc1 (stereo not given)	-1	-4	-3
O=C(NCCC1CC2CCC1C2)c1ccc(N2CCOCC2)nc1 (stereo not given)	/	6	-18
CCOC(=O)C1CCCN(C(=O)c2cnn(-c3ccccc3Cl)c2C)C1 (stereo not given)	-3	17	-5
Nc1nonc1-c1nc2ccccc2n1Cc1nn[nH]n1	-1	12	-3
Cc1ccc(NP2(=O)C(=C3N(C)c4ccccc4C3(C)C)C=NN2c2ccccc2)cc1C (stereo not given)	/	11	-4
COc1cn(CC(=O)Nc2cccc(C)c2)c(CN2CCCCC2)cc1=O	-8	-4	-4
COc1ccc(C2CC(=O)C3C(=Nc4ccccc4NC3c3cc(C)ccc3C)C2)cc1 (stereo not given)	2	-8	-4
OCC(O)Cn1c2ccc(Br)cc2c2cc(Br)cc(Br)c21 (stereo not given)	/	5	0
CN(C1CCCCCC1)S(=O)(=O)N1CCCC2CCCCC21 (stereo not given)	/	1	-7
Cc1cn(CC(=O)N2CC(Oc3ccccc3F)C2)c(=O)[nH]c1=O	/	4	-5
C=CCn1c(SCC(=O)Nc2cccc(O)c2)nc2sc(C)c(C)c2c1=O	-3	-8	-1
O=C(Cn1cnc([N+](=O)[O-])n1)N/N=C/Cc1ccccc1	-7	-10	-9
CCOc1ccc(NC(=O)CN2C(=O)c3ccccc3C2=O)cc1	-1	12	-1
CCCCCOC(=O)C1=C(C)N(C)C(=O)NC1c1ccc(Cl)c(Cl)c1 (stereo not given)	0	1	2
O=C1c2ccc([N+](=O)[O-])cc2C(=O)N1CC12CC3CC(CC(Br)(C3)C1)C2	-5	5	-1
OC1CSCc2nc3ccccc3n2C1 (stereo not given)	/	3	0

New compounds follow
molecule	mcGAS lum	NPYLR7 ag	hcGAS inh
Cc1cnc(NC(=O)C(C)NS(=O)(=O)c2ccccc2C(F)(F)F)s1 (stereo not given)	/	6	2
O=C(NCCOc1ccccc1)c1ccc(Br)s1	/	14	-11
CCC(C)NC(=O)CN1CCC(c2nc3ccccc3s2)CC1 (stereo not given)	/	-4	1
CC(C)(C)c1ccc(CSc2nc3c(c(-c4cccs4)c2C#N)CCCC3)cc1	-2	-6	-1
CC1CC(C)(C)N1C(=O)CCc1nc2cc(S(=O)(=O)N3CCOCC3)ccc2n1C (stereo not given)	-8	-4	-5
O=S(=O)(CCNS(=O)(=O)c1ccc(Br)cc1)Cc1ccccc1	/	-1	1
O=S(=O)(NCc1ccccc1)Nc1ccccc1-n1cccn1	-13	/	-8
CN(Cc1ccccc1)c1cc(Oc2cccc(Cl)c2)ncn1	-5	/	-2
CCOC(=O)C1CCN(C(=O)c2csc(CSc3nnc(-c4ccncc4)n3-c3ccc(C)cc3)n2)CC1	-5	-1	-5
Cc1ccc(-n2ncc3c(-n4nc(C)cc4NC(=O)c4cc(=O)c5ccccc5o4)ncnc32)c(C)c1	-7	4	2
Cc1nc([N+](=O)[O-])cn1Cc1nnc(N)s1	-4	7	-2
Cc1[nH]cnc1CSCCNC(=O)c1scc2c1CCCC2	-8	17	-2
COc1ccc(CCN(C)c2cc(-c3ccccc3)nc(SCc3ccc(C(=O)NCc4ccccn4)cc3)n2)cc1OC	-3	4	-1
O=C(N[C@@H]1CCCCC1NC(=O)C1CCCN(C(=O)COc2ccccc2)C1)c1ccc(F)cc1 (stereo not given in full)	0	/	5
Cc1ccnc(N2CCC(Cc3cccc(C(N)=O)c3)C2)n1 (stereo not given)	/	8	-7
Cc1ccc(-n2nc(C)c(N=Nc3ccccc3C)c2N)cc1	/	-6	-3
COc1cc(=O)n2c(c1C(=O)N(C)C(C)c1ccco1)CCN(C(=O)c1ccccc1)CC2 (stereo not given)	/	0	-10
COC(=O)c1ccc(Oc2coc3c4c(ccc3c2=O)OCN(CCc2cccs2)C4)cc1	-9	8	-6
CCOC(=O)C1CCN(C(=O)c2ccc(CSc3nc(CC)cc(N4CCCC4)n3)o2)CC1	-6	-3	-8
COCC(=O)Nc1ccc(-n2nc(OCC(C)C)nc2-c2ccccc2F)cc1	-5	-7	-14
CN(C)c1ccc(N2C(N)=NC(N)=NC2(C)C)cc1	-3	18	-9
CN(Cc1ncc[nH]1)C(=O)[C@H](N)c1ccccc1	/	-8	-7
Cc1ccccc1-c1noc(-c2nnn(-c3ccccc3C(F)(F)F)c2C)n1	-6	-5	-3
CCOc1ccc(CCC(=O)N2CCC(N(C)S(C)(=O)=O)CC2)cc1	/	8	-5
O=C(O)C1CC(=O)N(c2ccc(I)cc2)C1 (stereo not given)	/	-1	-7
CCCCCCCOc1ccc(C(=O)NC2C=CC(C(C(=O)OC)c3ccc(F)cc3Cl)C2)cc1 (stereo not given)	1	7	4
Cn1ccc(C(=O)Nc2cc(C(F)(F)F)ccc2-n2cccn2)cc1=O	/	1	-11
Cc1cccc(CN(CCc2c[nH]c3ccccc23)Cc2nc(C(=O)NCc3ccccn3)co2)c1	-4	19	-4
N#Cc1c(NC(=O)CCCCl)sc2c1CCCC2	-5	-4	-3
O=C(NC1CCCC(C(F)(F)F)C1)c1cccc(NS(=O)(=O)c2ccccc2)c1 (stereo not given)	/	6	-6
